Screening data (PubChem BioAssay)
dFosB activator = activators of delta FosB homodimer, primary screen, biochemical, fluorescence polarization, TAMRA-CDK5 oligo, single point; Protein FosB (Mus musculus), P13346; AID 493131, 2011; actives 0.99% (n = 340,000); activation, % at 25 µM; purified delta FosB; percent of positive-control signal above neutral wells;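 active = mean activation above about 17%, with every replicate also reaching it, limit read from the data, passing the limit was not always enough; inconclusive = only one of the two conditions met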;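 note: fluorescence polarization rise as delta FosB binds a TAMRA Cdk5 AP-1 oligo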
Rtt109 Vps75 = inhibitors of C. albicans Rtt109/Vps75 HAT, primary screen, biochemical, ThioGlo CoA-SH fluorescence, plate reader | purified Rtt109/Vps75, 4 h | inhibition, % at 34.9 µM | actives 0.16% (n = 330,000) | AID 540336, 2011;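 active = inhibition of at least 50% in every replicate; inconclusive = best replicate reaches 50% inhibition but some replicates fall short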
Wnt act = Wnt/beta-catenin pathway activators, primary screen, cell-based, plate reader, single point. Wnt/beta-catenin reporter cell assay, activator. activation, % at 9.35 µM. actives 1.2% (n = 300,000). AID 743398, 2014; in the data active = activation above about 30%, passing the limit was not always enough; inconclusive = no clear call, values can overlap the other calls;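 note: 0% = neutral control wells and 100% = positive control wells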
HTR5A ag ctr = HTR5A agonists in luminescence cell assay, primary screen, counter-screen for OPRM1-OPRD1 heterodimer agonist project, full-deck HTS; activation, % at 9.3 µM; 5-hydroxytryptamine receptor 5A (Homo sapiens), P47898; actives 0.61% (n = 340,000); AID 504692, 2011; cell-based; in the data active = activation mostly above about 9.5%, no sharp cut-off; inactive = mostly below about 7.6%;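 note: 0% = cells with vehicle only and 100% = reference agonist; strong numbers were not always called active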
Target sequence (P47898 whole entry, looked up): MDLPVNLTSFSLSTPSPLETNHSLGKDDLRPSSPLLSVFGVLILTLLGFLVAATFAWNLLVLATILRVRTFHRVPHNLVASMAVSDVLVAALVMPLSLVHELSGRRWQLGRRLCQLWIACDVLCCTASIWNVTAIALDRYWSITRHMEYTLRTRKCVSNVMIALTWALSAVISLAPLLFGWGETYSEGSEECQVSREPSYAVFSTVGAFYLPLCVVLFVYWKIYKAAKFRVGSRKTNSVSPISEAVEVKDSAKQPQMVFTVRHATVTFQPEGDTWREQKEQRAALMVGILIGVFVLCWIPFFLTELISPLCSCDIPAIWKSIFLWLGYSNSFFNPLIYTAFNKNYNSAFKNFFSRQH
PvdQ acylase = P. aeruginosa PvdQ acylase inhibitors, primary screen, biochemical, fluorescence, plate reader and imaging, single point; inhibition, % at 10 µM; PvdQ acylase [Pseudomonas aeruginosa LESB58]; actives 0.063% (n = 340,000); AID 488965, 2010; purified PvdQ acylase; in the data active = inhibition above about 30%, passing the limit was not always enough; inconclusive = no clear call, values can overlap the other calls;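 note: 0% = vehicle neutral wells and 100% = reference inhibitor wells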
MITF TRPM1 HTS = activators of MITF-driven TRPM1 promoter reporter, primary screen, cell-based, SK-MEL-5, luciferase, single point | SK-MEL-5 TRPM1-promoter luciferase, 24 h; % of positive control, neutral wells = 0 | activation, % at 12.5 µM | actives 0.75% (n = 300,000) | AID 588334, 2011;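 active = mean activation of at least 80% with every replicate also reaching 80%; inconclusive = mean reaches 80% but some replicate falls short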;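 note: 0% = neutral control wells and 100% = parthenolide positive control wells; values of inactives mirror those of a sister screen read the other way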
SR-BI HDL uptake = inhibitors of SR-BI mediated HDL lipid uptake, primary screen, ldlA[mSR-BI] cells, fluorescence, single point; ldlA[mSR-BI] CHO cells, DiI-HDL uptake fluorescence, 3 h; inhibition, % at 12.5 µM; actives 0.96% (n = 320,000); AID 488896, 2010;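 active = mean replicate inhibition of at least 70% and a set share of replicates each scoring 70 or more; inconclusive = meets just one of the two criteria; inactive = fails both criteria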;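 note: 0% = median of neutral control wells and 100% = median of positive control wells; values of inactives mirror those of a sister screen read the other way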
RTF Ca sens act = cardiac RTF calcium sensitivity activators, primary screen, biochemical, IANBD-TnC fluorescence, EC20 calcium; Troponin I, cardiac muscle (Homo sapiens) + Troponin T, cardiac muscle (Homo sapiens) + …; IANBD-labeled TnC RTF fluorescence at EC20 calcium; 0% EC20 calcium, 100% full calcium; activation, % at 7.2 µM; actives 0.24% (n = 340,000); AID 493008, 2010;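 active = activation above the mean over all tested compounds plus 3 SD, cut at about 30% in these data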;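 note: rise in fluorescence read as greater calcium sensitivity of cardiac thin filaments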
SR-BI uptake up = activators of SR-BI mediated DiI-HDL uptake, primary screen, ldlA[mSR-BI] CHO cells, DiI fluorescence. 3 h; 100 = double the neutral-control signal. activation, % at 12.5 µM. actives 0.096% (n = 320,000). AID 504775, 2011;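 active = mean replicate activation of at least 60% and every replicate at or above 60%; inconclusive = mean or all-replicate condition met, but not both; inactive = mean below 60% and not all replicates reaching 60%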;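 note: 0% = median plate neutral-control signal and 100% = twice that signal; values of inactives mirror those of a sister screen read the other way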
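Material – SR-BI-overexpressing, LDLR-lacking CHO cells · Medium – BSA-supplemented, HEPES-buffered Ham's F12, pH 7.4 · Doses – single concentration · Times – compound with DiI-HDL co-incubation, 3 h at 37 °C · Measured by – bottom-read fluorescence, 550/595 nm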
CDK5 p35 inh = inhibitors of human CDK5/p35 kinase, primary screen, biochemical, single concentration. Cyclin-dependent kinase 5 (Homo sapiens) + Cyclin-dependent kinase 5 activator 1 (Homo …. Recombinant CDK5/p35, ADP-Glo luminescence, 60 min. inhibition, % at 10 µM. actives 0.01% (n = 330,000);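 active = highest replicate inhibition of at least 50% and at least 75% of replicates reaching 50%; inconclusive = only one of the two criteria met; inactive = both criteria failed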;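 note: plate controls were DMSO neutral control for no effect and GW8510 at 10 µM for full effect; many of its hits are not listed in these tables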
Target sequence (Q00535 whole entry, looked up): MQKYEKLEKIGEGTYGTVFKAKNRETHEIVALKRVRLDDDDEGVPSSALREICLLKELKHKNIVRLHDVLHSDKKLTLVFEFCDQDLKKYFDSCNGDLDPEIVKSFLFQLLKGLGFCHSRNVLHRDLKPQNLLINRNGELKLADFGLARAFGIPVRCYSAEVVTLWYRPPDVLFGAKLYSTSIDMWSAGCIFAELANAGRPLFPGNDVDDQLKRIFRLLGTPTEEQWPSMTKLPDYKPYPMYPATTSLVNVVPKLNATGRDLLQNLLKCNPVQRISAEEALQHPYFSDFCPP
Target sequence (Q15078 whole entry, looked up): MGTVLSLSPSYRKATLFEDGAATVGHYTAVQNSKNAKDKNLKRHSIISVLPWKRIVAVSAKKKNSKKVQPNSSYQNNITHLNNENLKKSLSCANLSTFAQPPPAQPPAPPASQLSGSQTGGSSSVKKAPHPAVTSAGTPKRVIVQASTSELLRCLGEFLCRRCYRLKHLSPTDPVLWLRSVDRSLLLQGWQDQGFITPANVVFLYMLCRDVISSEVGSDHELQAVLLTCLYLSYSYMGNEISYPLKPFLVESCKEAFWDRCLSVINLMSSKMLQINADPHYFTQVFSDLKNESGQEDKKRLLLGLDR
The depositor's hits bear a star; ? = inconclusive; / = no result given. Compounds as they come. About 4.4% of those tested had a hit in this group.

SMILES	dFosB activator	Rtt109 Vps75	Wnt act	HTR5A ag ctr	PvdQ acylase	MITF TRPM1 HTS	SR-BI HDL uptake	RTF Ca sens act	SR-BI uptake up	CDK5 p35 inh
CN(CC(=O)Nc1c(F)cccc1F)Cc1cccs1	1	-7	3	-3	-11	14	5	-4	-5	-1.1
O=C(NCC(=O)N1CCCCC1)c1ccc2ccccc2c1	0	52*	9	2	8	18	-3	-4	3	0.5
O=C(Cc1ccccc1)c1c[nH]c(C(=O)NC2CCCC2)c1	-2	2	-1	1	-4	7	5	-2	-5	-1.1
COC(=O)c1sc(S(=O)(=O)N2CCC(C(N)=O)CC2)c(C(=O)OC)c1C	-4	-5	-1	-2	-13	-5	14	-5	-14	-1.5
Cn1c(=O)[nH]c(=O)c2c1nc(N1CCCCCC1)n2CCSc1nc2ccccc2[nH]1	1	6	/	4	-14	-11	-50	3	/	1.2
COCCN(CC(=O)NC1CCCCC1)C(=O)CCCC(=O)Nc1ccccn1	-8	-9	-2	-5	-15	6	5	10	-5	1.1
COC(=O)CSC1=C(C#N)C(c2cccc(OC)c2)CC(=O)N1 (stereo not drawn)	4	-6	-1	3	-16	-10	-12	0	12	-1.1
CS(=O)(=O)N(CC(=O)N1CCOCC1)c1ccc(Cl)cc1	9	5	-2	-3	-11	8	-27	-8	27	-0.5
CCCCCN(C(=O)NC(=O)Nc1ccccc1C)S(=O)(=O)c1ccccc1	1	-9	-1	1	-12	-1	4	-9	-4	1.7
NS(=O)(=O)c1ccc(NCc2cc(Cl)ccc2OCc2ccccc2F)cc1	-2	5	/	1	12	-3	37	-2	-37	0.6
CC(C)OC(=O)CN1CCN(c2ccc(Cl)cc2)CC1	0	35	4	4	-2	20	-11	-7	11	0.6
COc1ccc(S(=O)(=O)N2CCCCCC2)cc1NC(=O)c1ccccc1F	-1	9	5	4	7	-11	1	0	-1	-0.1
CN(C)c1ccc(C=NN2CCCCCC2)cc1	-2	-3	-3	0	-23	56	-8	-3	8	0.8
CCN(CC(=O)NC(C)C)C(=O)[C@@H](NC(=O)c1ccco1)C(C)C	-9	9	-1	-1	10	3	4	-1	-4	0.6
Cc1nc(-c2ccccc2)nc2[nH]c(=O)n(-c3ccccc3)c(=O)c12	-8	0	?	-5	-9	/	-7	3	7	0.9
CC1(C)c2[nH]c3ccccc3c2C[C@H]2C(=O)N(Cc3ccccc3F)C(=O)N21	5	14	-1	5	16	-7	52	-10	-52	-0.4
Nc1nn2c(-c3ccccc3)cc(=O)[nH]c2c1N=Nc1ccc(O)cc1	2	-1	3	-1	-7	7	37	-2	-37	-2.7
COc1cccc(CN2CCC(Oc3ccc(C(=O)NCc4ccccn4)cc3)CC2)c1O	-6	2	0	3	-11	-14	25	-7	-25	/
Cc1ccc(-c2cc(-c3nnc(SCC(=O)N(C)CCC#N)n3N)c3ccccc3n2)cc1	-8	-2	12	1	-16	0	25	1	-25	1.2
CCCS(=O)(=O)c1nc(S(=O)(=O)c2ccc(C)cc2)c(NCCCN2CCOCC2)s1	-2	-3	/	7	-6	2	-1	4	1	0.3
Nc1ccc2nc(N)sc2c1	-4	8	-5	2	-8	10	2	-2	-2	4.6
O=C(COC(=O)c1ccc(CO)cc1)NCc1cccs1	-3	5	/	0	-2	7	1	8	-1	0.7
Nc1ccc(Br)c[n+]1Cc1cccc2cccnc12	1	0	30	8	-4	-8	-20	4	20	-2.2
Cc1ccc(-n2nnnc2/C=C\Nc2cc(C)on2)cc1	-2	3	/	1	-15	0	-13	1	13	-3.3
Cn1nnnc1SCC(=O)Nc1ccc(S(=O)(=O)N2CCOCC2)cc1	1	1	0	4	-2	-10	/	-1	/	-0.3

Carrying on:
SMILES	dFosB activator	Rtt109 Vps75	Wnt act	HTR5A ag ctr	PvdQ acylase	MITF TRPM1 HTS	SR-BI HDL uptake	RTF Ca sens act	SR-BI uptake up	CDK5 p35 inh
COc1cccc(CN(C(=O)c2cc3ccccc3oc2=O)C2CCS(=O)(=O)C2)c1 (stereo not drawn)	-7	-2	12	2	-16	32	-17	5	17	-8.4
CC(C)N(Cc1ccccc1)C(=O)COC(=O)C1CCN(c2ccc(C(F)(F)F)cn2)CC1	-17	-3	/	2	-13	0	-12	-16	12	0.0
CCc1cc(=O)oc2cc(OCC(=O)NCCCN3CCOCC3)c(Cl)cc12	-4	5	0	-3	-12	-2	-2	0	2	1.0
COC(=O)c1c(NC(=O)CSc2nnnn2C)sc(C)c1C	-6	-1	/	-3	-6	1	15	4	-15	2.3
Cn1c(O)c(N=NC(=O)CNC(=O)/C=C/c2ccccc2)c2ccccc21	-7	-1	-1	-2	-3	-9	-6	-2	6	0.4
COc1ccc(-c2nc(CS(=O)CC(=O)N3CCc4ccccc4C3)c(C)o2)cc1 (stereo not drawn)	-10	-11	-3	3	-4	-18	23	1	-23	0.0
Cc1noc(NS(=O)(=O)c2ccc(NC(=O)c3ccoc3C)cc2)c1C	-5	6	1	8	4	/	-18	6	18	-1.2
CCc1c(C(=O)NC2CCCCC2)[nH]c(C)c1C(C)=O	-1	2	/	-1	-10	/	10	-3	-10	-0.4
CCOC(=O)N1CCN(Cc2nc3cc(NC(=O)C(C)C)ccc3n2C)CC1	1	-4	-3	2	-16	-2	3	-1	-3	1.4
Cn1c(-c2sc3cc(C(F)(F)F)cnc3c2-c2ccccc2)n[nH]c1=S	10	19	/	-1	13	3	31	-3	-31	0.5
CCOc1ccc(-c2nc(S(=O)(=O)c3ccccc3)c(NC)o2)cc1	3	3	1	8	-10	8	-5	-4	5	-1.7
Cn1c(=O)c2c(-c3ccccc3F)c3c(nc2n(C)c1=O)-c1ccccc1C3O (stereo not drawn)	-10	14	/	0	-6	2	-6	9	6	-2.1
COc1ccc2cc(C(=O)N3CCN(c4ccccc4OC)CC3)[nH]c2c1	-9	-19	1	2	7	-5	29	-4	-29	-0.8
CS(=O)(=O)c1nc2c(cc1C#N)CCCC2	2	2	1	3	4	3	-20	-2	20	1.7
CC(C)(O)C(=O)NN(Cc1ccccc1)c1ccccc1	0	1	4	0	-6	-9	-7	-2	7	0.0
COCCn1nnnc1CN(CCCN1CCOCC1)Cc1cc2c(C)ccc(C)c2[nH]c1=O	-5	1	/	-5	-4	19	-22	3	22	-5.5
CCOc1ccc(S(=O)(=O)N(CC)CC(=O)N2CCOCC2)cc1C	2	-9	-2	2	-4	/	/	0	/	1.5
O=C(CN1CCN(Cc2ccccc2)CC1)Nc1nnc(C(F)(F)F)s1	-7	13	1	-4	-9	/	-5	-8	5	-7.3
O=C(Nc1nc(-c2ccc3c(c2)OCO3)cs1)C1CC1	0	-35	-1	5	-7	93*	4	0	-4	-2.2
CCn1c(SCC(=O)OC)nc2cc(S(=O)(=O)N3CCOCC3)ccc21	-4	-5	-2	-1	-8	1	10	2	-10	0.3
O=C(Nc1ccc(N2CCOCC2)cc1)c1ccc([N+](=O)[O-])o1	2	-7	16	-1	-11	-55	-11	-3	11	0.8
NC(=O)CN1C(=O)C2C3c4ccccc4C(c4ccccc43)C2C1=O (stereo not drawn)	2	-10	/	5	-10	1	-10	10	/	0.5
COc1cc(OC)cc(C(=O)Nc2ccc(NC(=O)c3ccco3)c(C)c2)c1	-7	-4	5	-3	-9	14	69	-3	-69	4.3
CCCS(=O)(=O)c1nc(S(=O)(=O)c2ccc(C)cc2)c(N2CCOCC2)s1	-14	2	0	2	-9	-6	-34	-1	34	1.1
CC1CC(C)CN(CCCNC(=O)c2ccc(CS(=O)(=O)Cc3cccc(Cl)c3)o2)C1 (stereo not drawn)	-3	5	0	-3	7	3	-8	3	8	1.6
COc1ccc(C(=O)OCc2nc(N)nc(Nc3ccccc3C)n2)cc1OC	-4	-2	-7	-5	-14	14	36	-5	-36	-8.7
CC(=O)c1ccc(NC(=S)N(CCCN(C)C)Cc2ccccc2)cc1	2	-5	4	5	-16	10	-15	3	15	1.5
CSc1ccc(S(=O)(=O)NCC(=O)OCC(=O)N2CC(C)CC(C)C2)cc1[N+](=O)[O-] (stereo not drawn)	-3	45	-1	5	7	1	-13	-5	13	1.0
COCCCNC(=O)c1c(N)n(/N=C/c2ccccn2)c2nc3ccccc3nc12	-10	-8	/	3	-6	-6	16	-7	-16	-1.4

Two entries drawn at random from the list so far, as already listed:
SMILES	dFosB activator	Rtt109 Vps75	Wnt act	HTR5A ag ctr	PvdQ acylase	MITF TRPM1 HTS	SR-BI HDL uptake	RTF Ca sens act	SR-BI uptake up	CDK5 p35 inh
COc1ccc(-c2nc(CS(=O)CC(=O)N3CCc4ccccc4C3)c(C)o2)cc1 (stereo not drawn)	-10	-11	-3	3	-4	-18	23	1	-23	0.0
COC(=O)c1c(NC(=O)CSc2nnnn2C)sc(C)c1C	-6	-1	/	-3	-6	1	15	4	-15	2.3

A draw from above in order of length of the SMILES, lowest first:
SMILES	dFosB activator	Rtt109 Vps75	Wnt act	HTR5A ag ctr	PvdQ acylase	MITF TRPM1 HTS	SR-BI HDL uptake	RTF Ca sens act	SR-BI uptake up	CDK5 p35 inh
NC(=O)CN1C(=O)C2C3c4ccccc4C(c4ccccc43)C2C1=O (stereo not drawn)	2	-10	/	5	-10	1	-10	10	/	0.5
COc1cccc(CN(C(=O)c2cc3ccccc3oc2=O)C2CCS(=O)(=O)C2)c1 (stereo not drawn)	-7	-2	12	2	-16	32	-17	5	17	-8.4
CC1CC(C)CN(CCCNC(=O)c2ccc(CS(=O)(=O)Cc3cccc(Cl)c3)o2)C1 (stereo not drawn)	-3	5	0	-3	7	3	-8	3	8	1.6

Record cards, as listed above. Values in the order: dFosB activator, Rtt109 Vps75, Wnt act, HTR5A ag ctr, PvdQ acylase, MITF TRPM1 HTS, SR-BI HDL uptake, RTF Ca sens act, SR-BI uptake up, CDK5 p35 inh
Entry for Cc1noc(NS(=O)(=O)c2ccc(NC(=O)c3ccoc3C)cc2)c1C = -5, 6, 1, 8, 4, /, -18, 6, 18, -1.2
Entry for CCc1cc(=O)oc2cc(OCC(=O)NCCCN3CCOCC3)c(Cl)cc12 = -4, 5, 0, -3, -12, -2, -2, 0, 2, 1.0
Entry for CSc1ccc(S(=O)(=O)NCC(=O)OCC(=O)N2CC(C)CC(C)C2)cc1[N+](=O)[O-] (stereo not drawn) = -3, 45, -1, 5, 7, 1, -13, -5, 13, 1.0
